Bioassay records as filed in PubChem.
RTF Ca sens inh: cardiac RTF calcium desensitization; P19429+P45379; 0.12% of 340,000 active; inhibition, % at 7.15 µM; IANBD-labeled cardiac RTF, Ca2+ fluorescence;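 active means inhibition above the mean inhibition of all tested compounds plus 3 SD, cut at about 17% in these data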;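 further: assay run at fixed EC70 calcium of 1.6 mM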
DAGLB inh: blocks human DAGLB lipase activity; Q8NCG7; HEK293T DAGLB membrane lysate, EnzChek fluorogenic substrate; inhibition, % at 5.17 µM; 0.059% of 340,000 active; in the data active means inhibition above about 34%;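 further: 0% = enzyme with vehicle and 100% = wells lacking enzyme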
Target sequence (Q8NCG7 whole entry, looked up): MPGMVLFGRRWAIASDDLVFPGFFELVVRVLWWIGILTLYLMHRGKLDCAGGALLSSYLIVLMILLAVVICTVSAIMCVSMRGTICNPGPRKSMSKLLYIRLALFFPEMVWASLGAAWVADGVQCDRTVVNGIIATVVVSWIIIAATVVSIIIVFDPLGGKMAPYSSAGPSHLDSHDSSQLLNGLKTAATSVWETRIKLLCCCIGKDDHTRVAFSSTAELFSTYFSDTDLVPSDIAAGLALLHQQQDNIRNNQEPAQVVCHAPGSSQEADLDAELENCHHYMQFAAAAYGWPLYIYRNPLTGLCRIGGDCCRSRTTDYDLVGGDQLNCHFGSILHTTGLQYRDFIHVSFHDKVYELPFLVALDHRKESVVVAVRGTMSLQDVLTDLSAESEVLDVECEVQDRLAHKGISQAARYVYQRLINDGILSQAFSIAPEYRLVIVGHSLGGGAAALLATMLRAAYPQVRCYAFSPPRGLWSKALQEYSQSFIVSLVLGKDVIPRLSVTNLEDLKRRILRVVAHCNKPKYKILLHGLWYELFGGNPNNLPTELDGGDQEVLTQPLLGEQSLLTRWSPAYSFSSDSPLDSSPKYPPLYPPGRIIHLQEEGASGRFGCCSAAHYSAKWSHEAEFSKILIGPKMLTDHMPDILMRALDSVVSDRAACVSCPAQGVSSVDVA
NSD2 HMT inh: inhibitors of human histone methyltransferase NSD2. O96028. NSD2 peptide methylation, AlphaScreen, 120 min. inhibition, % at 12.5 µM. 0.54% of 310,000 active; in the data active means inhibition above about 50%
PKA-R2B activ: activators of human PKA-R2B complex | activation, % at 11.4 µM | 0.079% of 340,000 active | PKA-R2B holoenzyme dissociation, Cy5-IP20 fluorescence polarization; R2B truncated from residue 108, S112A mutant; 0% DMSO only, 100% 113 µM cGMP;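 active means activation above a cutoff set at the mean over all compounds plus 3 SD, cut at about 18% in these data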;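 further: higher means more holoenzyme dissociation and a rise in polarization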
SR-BI uptake up: enhances SR-BI lipid uptake from DiI-HDL; CHO ldlA[mSR-BI] cells, DiI-HDL uptake fluorescence, 3 h; 100 = double the neutral-control signal; activation, % at 12.5 µM; 0.096% of 320,000 active; AID 504775;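 active means mean replicate activation of at least 60% and every replicate at or above 60%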;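 further: 0% = median plate neutral-control signal and 100% = twice that signal; values of inactives mirror those of a sister screen read the other way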
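Material – SR-BI-overexpressing, LDLR-lacking CHO cells · Medium – BSA-supplemented, HEPES-buffered Ham's F12, pH 7.4 · Doses – single concentration · Times – compound with DiI-HDL co-incubation, 3 h at 37 °C · Measured by – bottom-read fluorescence, 550/595 nm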
Arrestin-AP2 inh: blocks beta-arrestin peptide binding to AP2 adaptin. 0.31% of 340,000 active. FITC-arrestin peptide / GST-AP2 beads, flow cytometry; AP2 beta2 appendage carries R879A mutation. inhibition, % at 10 µM;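 active means inhibition above a set limit, near 3 SD of compounds lacking own fluorescence, cut at about 54% in these data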;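 further: plate controls were DMSO wells for no effect and 5 µM unlabelled arrestin peptide for full effect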
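Measured by: flow cytometry, FL1 (488/535 nm); Material: AP2 appendage R879A on GSH beads; Evaluation: percent response; Timing: pre-incubation 12 min, peptide binding 1 h, room temperature; Also added: 50 nM FITC-arrestin peptide; Medium: PBS with 0.05% Tween 20 and 0.1% BSA.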
C-LANA FP: inhibitors of KSHV LANA C-terminal domain DNA binding | MBP-C-LANA/FAM-LBS DNA binding, fluorescence polarization | inhibition, % at 9 µM | 0.078% of 340,000 active | AID 504423;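 active means highest replicate inhibition at or above 60% at 9 µM, even if other replicates fall short; inactive means all replicates below 60% inhibition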;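 further: 0% = neutral control wells and 100% = 4 µM acridine orange control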
SR-BI HDL uptake: blocks mouse SR-BI lipid uptake from DiI-HDL; Q61009; ldlA[mSR-BI] CHO cells, DiI-HDL uptake fluorescence, 3 h; inhibition, % at 12.5 µM; 0.96% of 320,000 active; AID 488896;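 active means mean replicate inhibition of at least 70% and a set share of replicates each scoring 70 or more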;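 further: 0% = median of neutral control wells and 100% = median of positive control wells; values of inactives mirror those of a sister screen read the other way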
PvdQ acylase: blocks Pseudomonas aeruginosa PvdQ acylase activity | purified PvdQ acylase, fluorescence plate reader | inhibition, % at 10 µM | 0.063% of 340,000 active; in the data active means inhibition above about 30%, passing the limit was not always enough;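 further: 0% = vehicle neutral wells and 100% = reference inhibitor wells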
Keap1-Nrf2 PPI: inhibitors of human Keap1-Nrf2 protein-protein interaction; Q14145; Keap1 Kelch-Nrf2 peptide fluorescence polarization, 1536-well; inhibition, % at 9.4 µM; 0.15% of 340,000 active; in the data active means inhibition above about 12%;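 further: human Keap1 Kelch domain with fluorescein labeled Nrf2 9mer peptide probe; 0% = neutral control wells and 100% = peptide positive control; higher means more block of Keap1 binding to Nrf2 peptide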
Active calls of the source: *; x = no result given. Hits appear at their usual frequency; about 2.1% have a hit in one of these screens.

SMILES,RTF Ca sens inh,DAGLB inh,NSD2 HMT inh,PKA-R2B activ,SR-BI uptake up,Arrestin-AP2 inh,C-LANA FP,SR-BI HDL uptake,PvdQ acylase,Keap1-Nrf2 PPI
Cn1cccc1C1C(C#N)=C(N)OC2=C1C(=O)CC(C)(C)C2 (centres undefined),-7,-2,-4,-3,9,6,0.4,-9,3,3
COc1ccccc1CC(=O)O/N=C(\N)c1cccc([N+](=O)[O-])c1,-7,-1,-3,-1,7,2,3.4,-7,1,0
S=C(NCC1CCCO1)N1CCc2ccccc2C1 (centres undefined),-7,0,-1,2,18,2,-0.7,-18,-13,-7
Cc1ccc(CCNC(=O)c2ccc(CS(=O)(=O)c3ccccc3C)o2)cc1,-11,1,-3,10,-2,38,-0.3,2,-7,6
CC1Cc2cc(S(=O)(=O)CCC(=O)NCc3ccco3)ccc2N1C(=O)C1CC1 (centres undefined),-3,2,1,5,-2,-3,1.1,2,-10,-4
Cc1ccc2[nH]c(O)c(N=NC(=O)C3CC3c3ccccc3)c2c1Br (centres undefined),-26,-1,-1,-3,-26,-5,1.5,26,-8,-1
CC(c1ccccc1)C1CC(=O)N(Cc2ccco2)C1=O (centres undefined),1,4,x,8,10,30,0.4,-10,-2,1
CC(=O)N(Cc1ccco1)C1(C(=O)NC2CCCCC2)CCCCC1,-3,1,x,13,8,6,0.6,-8,-8,1
CC(C)=CCSc1nnc([C@@H](NC(=O)OC(C)(C)C)C(C)C)o1,-5,-3,-2,-4,-13,-13,0.2,13,-9,-1
COC(=O)c1ccc(COc2ccccc2/C=C(\C#N)C(=O)Nc2ccc(C)cc2)cc1,-1,-1,-3,2,-5,-3,0.7,5,-12,3
Cc1onc(-c2c(F)cccc2Cl)c1C(=O)OCC(=O)Nc1cccc(S(=O)(=O)N(C)C)c1,-8,-1,2,6,-24,-3,-0.6,24,-4,-8
CSc1ncc(C(=O)Nc2ccccc2F)c(-c2ccccc2)n1,-7,4,-2,4,-5,-4,3.3,5,-16,-2
COc1cccc(NC(=O)CN(C)C(=O)CCCc2nc3ccccc3s2)c1,-3,2,0,2,-30,1,0.4,30,1,7
COc1ccc(NS(=O)(=O)c2cc(NC(=O)CC(C)(C)C)ccc2N2CCCC2)cc1,-1,-2,-3,-6,-7,-3,-1.7,7,-2,-5
O=C(CN1CCN(c2ccccc2)CC1)Nc1nnc(-c2ccccc2)s1,-4,0,5,-11,-13,0,-0.3,13,-8,1
C=CCn1c(SCC(=O)NCc2ccco2)nc2sc(C)c(C)c2c1=O,-2,-4,0,3,7,10,-0.4,-7,-16,-3
Fc1ccc(OCCCCCn2ccnc2)cc1,3,-2,2,11,10,33,0.2,-10,-3,0
COc1ccc(OC)c(C(c2nnnn2C2CCCC2)N2CCN(c3ccccc3)CC2)c1 (centres undefined),1,-1,4,-1,2,27,-1.7,-2,-2,-1
O=C(O)c1c2c(nc3ccccc13)/C(=C/c1ccc(O)cc1)CCC2,-8,1,-2,-2,5,4,-1.3,-5,-9,2
Cc1cccc(N(C)S(=O)(=O)c2ccc(-c3cnc(C4CC4)o3)cc2)c1,-19,-5,-7,1,8,9,-0.4,-8,-10,-3
CC1CCCC(CC(N)=O)CC1 (centres undefined),2,0,-1,2,14,-18,-0.1,-14,-10,3
Cc1ccc2nc(CSc3nnc(Nc4ccccc4C)s3)cc(=O)n2c1,-5,2,x,2,5,2,-0.6,-5,-9,-2
c1ccc(Cn2cc(-c3ccccc3)cn2)cc1,-5,-5,x,-13,28,0,2.5,-28,-7,-4
COc1ccc(CC(=O)NCc2nnc(SCc3ccc(C)cc3)n2C)cc1,1,2,1,-7,8,8,-0.4,-8,-7,1
CC(C)c1ccc(N(C(=O)c2ccco2)C(C(=O)NC2CCCC2)c2cccnc2)cc1 (centres undefined),-28,3,-2,-3,x,-11,1.0,x,-15,-1
COCc1cc(N2CCOCC2)nc(-c2ccccc2)n1,-8,1,0,-14,-38,12,0.1,38,-6,-1
Cc1ccc(C(=O)N/N=C\c2cccc(OC(=O)c3cccc(F)c3)c2)cn1,-2,-4,-6,-16,x,1,0.8,x,-12,-6
CCC(C)Sc1nc2ccccc2c(=O)[nH]1 (centres undefined),-12,-5,1,-3,28,4,1.2,-28,-16,0
C=C(C)c1cc2c(ccc3ccc(=O)oc32)o1,-6,-3,x,-1,5,-5,1.2,-5,-7,-4
Cc1occc1C(=O)NNC(=S)Nc1cccc([N+](=O)[O-])c1,-8,1,-2,7,12,19,-0.4,-12,1,-2
COc1ccc(S(=O)(=O)N2CCCC2)cc1OC,-11,-2,1,4,7,8,-2.3,-7,-20,-2
CC(=O)c1c(C)[nH]c(C(=O)OC(C)C(=O)Nc2ccc(C)c(S(=O)(=O)N3CCOCC3)c2)c1C (centres undefined),-3,1,-3,4,-20,7,-0.6,20,-7,2
C/C(=N\NC(=O)c1cccc(F)c1)c1ccc(NC(=O)Cc2ccccc2)cc1,-7,-2,-1,-10,-22,-10,-0.4,22,-15,5
CCNC(=O)n1nccc1C(C)Oc1ccc(Cl)cc1 (centres undefined),-9,-4,-4,5,7,10,-0.6,-7,-14,-3
Cc1ccc(-c2csc(C(C#N)=C(O)CN3CCN(C(=O)c4ccco4)CC3)n2)cc1,2,6,4,-7,-4,19,5.2,4,12,-4
Cc1ccc(NC(=S)N2CCOCC2)c(C)c1,6,0,0,-19,16,8,1.7,-16,-4,3
C#CCOCCOCCOCCNc1nc(N2CCN(C(=O)[C@H](CCCCN)n3cc(CN)nn3)CC2)nc(N2CCN(C(=O)[C@H](CCC(=O)O)n3cc([C@@H](N)CCSC)nn3)CC2)n1,-7,-1,x,7,8,3,1.8,-8,-3,3
O=C(CSc1cccc[n+]1[O-])Nc1cc2c(cc1Cl)C(=O)c1ccccc1C2=O,-11,1,-2,-17,8,-2,-0.3,-8,-19,-6
CCOc1ccc(C(=O)Nc2nnc(S(=O)(=O)N3CCCCC3)s2)cc1,-7,-1,-1,0,26,3,1.8,-26,-2,-4
COc1ccc(-c2csc3ncn(-c4ccccc4)c(=O)c23)cc1OC,9,0,-2,-4,-16,14,-0.3,16,9,-1
O=C(Nc1ccccc1)c1oc2ccccc2c1NC(=O)C1CC1,-3,-6,-7,-10,-19,-8,-0.2,19,-12,0
COCCN(C(=O)Cc1ccc(S(=O)(=O)N2CCOCC2)s1)c1c(N)n(CC(C)C)c(=O)[nH]c1=O,-9,3,13,4,-1,0,4.6,1,-12,4
CCOc1ccccc1C(=O)N[C@H](C(=O)Nc1ccc(OC)c(S(=O)(=O)N2CCOCC2)c1)C(C)C,-9,2,1,-5,-45,10,-1.3,45,-1,-2
Cc1cc2ccccc2c(=O)n1CC(=O)N1CCN(c2cccc(Cl)c2)CC1,-3,-2,-7,-13,5,1,1.6,-5,-11,-2
COC(=O)c1ccccc1NC(=O)COC(=O)c1ccco1,-6,-8,2,-10,21,17,0.2,-21,7,1
CCOP(=O)(OCC)/C(=N/OC(=O)c1cccc([N+](=O)[O-])c1)C(N)=O,8,1,-1,-1,19,8,0.8,-19,2,-5
COC(=O)c1ccc(N/C(C)=C/C(=O)c2ccc(C)o2)cc1,-2,3,5,5,38,18,0.4,-38,3,1
COc1ccc(-c2nnc(NC(=O)c3cc(Cl)ccc3Cl)o2)cc1,0,6,x,4,-4,3,-0.6,4,-4,4
O=c1c2ccccc2c(C=NCc2ccccn2)c(O)n1-c1ccccc1,-8,-1,-1,5,40,3,1.8,-40,-8,3
O=C(Oc1cccc(-c2cnc3ccccc3n2)c1)c1ccco1,-4,-10,x,-1,9,-1,-0.7,-9,-9,-5
CCn1nnnc1NC(=O)c1cc(Cl)c(OC)c(Cl)c1,-20,1,-4,1,-18,-22,0.7,18,-11,-1
O=C(Cc1c(F)cccc1Cl)OCN1C(=O)c2ccccc2C1=O,-13,-1,6,-2,x,0,0.6,x,-11,5
Cc1[nH]c2c(C)cccc2c1CN1CCC(CO)(Cc2ccccc2)CC1,-6,0,4,-9,x,2,-0.4,x,1,-5
Cc1c(NC(=O)CN2C(=O)c3ccccc3S2(=O)=O)c(=O)n(-c2ccccc2)n1C,-9,-1,-2,-2,8,3,0.0,-8,-10,-4
Cc1onc(-c2ccccc2)c1C(=O)N(C)CC(=O)Nc1ccc(F)c(F)c1F,-12,1,-3,0,-13,16,0.4,13,-15,-4

Entries listed so far with a cyano group (3):
SMILES,RTF Ca sens inh,DAGLB inh,NSD2 HMT inh,PKA-R2B activ,SR-BI uptake up,Arrestin-AP2 inh,C-LANA FP,SR-BI HDL uptake,PvdQ acylase,Keap1-Nrf2 PPI
Cn1cccc1C1C(C#N)=C(N)OC2=C1C(=O)CC(C)(C)C2 (centres undefined),-7,-2,-4,-3,9,6,0.4,-9,3,3
COC(=O)c1ccc(COc2ccccc2/C=C(\C#N)C(=O)Nc2ccc(C)cc2)cc1,-1,-1,-3,2,-5,-3,0.7,5,-12,3
Cc1ccc(-c2csc(C(C#N)=C(O)CN3CCN(C(=O)c4ccco4)CC3)n2)cc1,2,6,4,-7,-4,19,5.2,4,12,-4
